Wee1 degr inh – inhibitors of human Wee1 degradation | HeLa Luc-Wee1K328M stability, luciferase luminescence; 100% = proteasome inhibitor MG132 effect | hit rate 1.2% among 220,000 | reporter increase, % at 5 µM;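 active = activation above the mean of all tested compounds plus 3 SD, set per screening run, cut at about 8.8% in these data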;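 note: cells exposed to compound for 20 h before luminescence read; 0% = DMSO alone and 100% = MG132 at 30 µM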
p97 inhibitor – human p97 ATPase inhibition. P55072. recombinant p97 ATPase, Kinase-Glo ATP luminescence, 3 h. inhibition, % at 8 µM. hit rate 0.42% among 220,000. AID 1481; in the data active = inhibition above about 15%;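 note: 0% = DMSO vehicle and 100% = wells lacking enzyme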
Cl transport mod – modulates chloride dependent transport by human KCC2; B-score of Tl+ flux slope (higher = more flux/activation; lower = inhibition) at 10 µM; KCC2 cells, thallium flux FluoZin-2 fluorescence; hit rate 2.2% among 190,000; AID 1456;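 active = thallium flux slope and its plate-corrected score both differing from the plate sample mean at a set confidence after two filtering rounds, in either direction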;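 note: slope of fluorescence scaled to starting intensity during 10 to 20 s after thallium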
hK5 inh – blocks human kallikrein 5 protease activity; recombinant hK5, fluorogenic AMC substrate cleavage; inhibition, % at 5 µM; hit rate 0.59% among 210,000; AID 873;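 active = inhibition of 40% or more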;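 note: 0% = enzyme controls without compound and 100% = no-enzyme blanks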
Furin inh – human furin inhibition. hit rate 0.061% among 220,000. AID 463115. inhibition, % at 30 µM. purified furin, fluorogenic substrate cleavage. P09958; in the data active = inhibition above about 25%; note: inactives centre near -15
FXIIa inh 1536 – inhibitors of human coagulation factor XIIa | hit rate 0.3% among 220,000 | purified FXIIa, Boc-QGR-AMC fluorogenic substrate, 2 h | AID 800 | inhibition, % at 5 µM | P00748; in the data active = inhibition above about 40%;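 note: 0% = enzyme with no compound and 100% = blank without enzyme; many of its hits are not listed in these tables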
PERK inhibitor – human PERK inhibition, primary cell-based screen; hit rate 0.17% among 220,000; CHO PERK-DD fusion, SEAP luminescence translation reporter; Q9NZJ5; inhibition, % at 5.6 µM;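 active = inhibition above the mean inhibition of all tested compounds plus 3 SD, set separately per screening campaign, cut at about 2.9% in these data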;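 note: PERK kinase domain activated by AP20187 dimerizer at 100 nM; 0% = DMSO with dimerizer and 100% = rapamycin at 8.4 µM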
Target sequence (Q9NZJ5 whole entry, looked up, the tested form may be a part): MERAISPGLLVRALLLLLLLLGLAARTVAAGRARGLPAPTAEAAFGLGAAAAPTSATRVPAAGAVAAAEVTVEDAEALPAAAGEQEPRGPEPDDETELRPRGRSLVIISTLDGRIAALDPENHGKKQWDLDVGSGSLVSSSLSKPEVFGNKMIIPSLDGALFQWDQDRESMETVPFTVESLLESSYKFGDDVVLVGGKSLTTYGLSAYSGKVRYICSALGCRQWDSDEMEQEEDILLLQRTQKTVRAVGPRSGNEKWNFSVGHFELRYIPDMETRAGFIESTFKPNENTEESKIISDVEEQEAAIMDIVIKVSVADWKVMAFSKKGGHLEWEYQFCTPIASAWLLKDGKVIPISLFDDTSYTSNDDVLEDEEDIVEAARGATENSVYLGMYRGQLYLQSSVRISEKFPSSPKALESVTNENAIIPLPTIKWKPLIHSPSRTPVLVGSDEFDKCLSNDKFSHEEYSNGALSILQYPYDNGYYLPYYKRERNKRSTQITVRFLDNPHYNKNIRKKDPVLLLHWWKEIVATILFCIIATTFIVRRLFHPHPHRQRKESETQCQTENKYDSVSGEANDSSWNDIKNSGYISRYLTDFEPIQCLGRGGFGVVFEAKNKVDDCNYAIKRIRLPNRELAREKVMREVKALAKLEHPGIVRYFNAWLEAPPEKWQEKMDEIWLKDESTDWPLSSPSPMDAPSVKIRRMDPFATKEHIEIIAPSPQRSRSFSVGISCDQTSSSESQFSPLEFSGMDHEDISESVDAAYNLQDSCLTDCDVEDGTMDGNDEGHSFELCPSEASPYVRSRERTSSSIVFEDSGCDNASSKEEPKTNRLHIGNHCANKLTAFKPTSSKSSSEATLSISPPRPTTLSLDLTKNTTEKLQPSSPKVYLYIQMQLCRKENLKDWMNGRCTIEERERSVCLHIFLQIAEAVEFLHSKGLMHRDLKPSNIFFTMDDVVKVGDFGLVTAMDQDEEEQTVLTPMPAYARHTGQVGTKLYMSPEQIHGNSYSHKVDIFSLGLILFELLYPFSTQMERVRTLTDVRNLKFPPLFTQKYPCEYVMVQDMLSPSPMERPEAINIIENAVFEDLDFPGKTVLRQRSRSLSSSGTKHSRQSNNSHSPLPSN
FXIa inh 1536 – inhibitors of human coagulation factor XIa; P03951; purified FXIa, Boc-Glu-Ala-Arg-AMC fluorogenic substrate; inhibition, % at 5 µM; hit rate 0.14% among 220,000;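 active = inhibition of at least 40%; inactive = inhibition below 40%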;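 note: fluorescence of freed AMC excited at 355 nm; 0% = enzyme without compound and 100% = no enzyme blank; many of its hits are not listed in these tables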
thrombin 1536 – thrombin (human) inhibition. hit rate 0.26% among 220,000. alpha-thrombin, Boc-VPR-AMC fluorogenic substrate cleavage. inhibition, % at 5 µM. P00734;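 active = inhibition at or above 40%; inactive = inhibition below 40%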;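 note: 0% = enzyme with no compound and 100% = wells without enzyme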
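Material: human alpha-thrombin protein. Incubation: reaction at ambient temperature. Technique: fluorescence of released AMC, ex 355 nm, em 460 nm. Control set: no-compound enzyme wells and no-enzyme blanks. Also added: Boc-VPR-AMC substrate, 15 µM final. Buffer or medium: pH 7.5 Tris (50 mM) with NaCl 150 mM, Tween 20 0.05%.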
An asterisk follows results filed as active; nt = no result given; [ ] = remark or other dose.

Furin inh,p97 inhibitor,thrombin 1536,FXIa inh 1536,PERK inhibitor,FXIIa inh 1536,Cl transport mod,Wee1 degr inh,hK5 inh,Compound
-22,3,-5,-9,0.0,1,-1.1,0,4,N#Cc1c(SCC(N)=O)nc2c(c1-c1ccc(O)cc1)CCCC2
-18[20 µM],-2,4,10,0.6,12,0.11,1,-21,CCOC(=O)CSc1nnc(-c2ccncc2)o1
2,-6,3,31,-1.1,45*,2.8,-3,21,Cc1[nH]c(=O)[nH]c(=O)c1/C=N/NC(=O)[C@@H](N)CC(C)C
-7[20 µM],-6,1,-3,0.1,9,0.42,2,-5,Clc1ccc(Nc2nc3ccccc3n3nnnc23)cc1
-16,2,1,-1,1.5,9,0.27,6,0,Cc1cccc(NC(=O)CN2C(=O)S/C(=C\c3ccccn3)C2=O)c1
-6[20 µM],5,1,7,0.4,18,0.076,7,-33,COc1ccccc1N1CCN(CCCNC(=O)Nc2ccccc2)CC1
1,3,-6,-2,0.8,4,1.6,-2,-1,Cc1ccc2c(c1)C(c1ccncc1)=NNC(c1cccnc1)=N2
-5[20 µM],2,1,6,0.2,14,0.014,0,-9,COc1cc(/C=N/O)cc(Br)c1OCc1cccc(Cl)c1
-10,4,-3,-12,-0.2,5,0.29,-1,0,Cc1ccc(NC(=O)Nc2cccc([N+](=O)[O-])c2)cc1F
-14,-4,2,-1,0.8,6,0.24,-2,15,CCC(=O)Oc1ccc(NC(=O)c2ccco2)cc1
-17,5,-2,6,-0.2,9,0.15,-1,-7,CN(C)S(=O)(=O)c1cccc(NC(=O)c2ccc(N3CCOCC3)c([N+](=O)[O-])c2)c1
-15[20 µM],1,3,1,-0.1,12,0.062,-2,-1,CC1(C)CC(=O)C2=C(C1)N(CC1CCCO1)C(=O)C2(O)C(F)(F)F (stereo not drawn)
-19[20 µM],1,2,5,-0.2,11,-0.73,-3,8,COc1ccc(C)cc1S(=O)(=O)N(CC(N)=O)Cc1ccccc1
-11,2,-3,-3,0.8,4,0.51,2,15,Cc1ccccc1C([O-])=Nc1ccc[n+](-c2nc3ccccc3nc2NS(=O)(=O)c2ccccc2)c1
-7,-4,-11,0,0.9,11,0.05,-2,-8,COc1ccc(/C=C/C(=O)c2cc3c(cc2N)OCO3)cc1
-13[20 µM],-2,-2,2,-0.2,18,0.36,-1,-1,COc1ccc(/C=C(\C#N)C(=O)N2CCOCC2)cc1Br
-18[20 µM],3,-2,3,0.4,12,0.69,-1,-2,COCc1[nH][nH]c(=O)c1C=Nc1ccc(Cl)cc1
-23[20 µM],-1,0,4,-1.1,12,0.073,-4,8,COc1ccccc1OCCNC(=O)c1ccccc1C
-17[20 µM],-1,6,10,0.1,14,-0.91,4,-1,COC(=O)c1nnn(-c2nonc2N)c1CN1CCc2ccccc21
-16[20 µM],2,3,12,-1.1,6,0.51,-2,-7,Fc1ccc(CSc2nnc(Cc3sc(-c4ccccc4)nc3-c3ccccc3)o2)cc1
-18,-1,-4,17,1.8,19,nt,-3,-2,Cc1nnc2n(C3CCCCC3)c(=O)c3c4c(sc3n12)CCC4
-14[20 µM],-2,23,-14,-1.2,-3,-0.43,-3,-20,COc1ccc(OC)c(NC(=O)c2nnn(Cc3ccccc3C)c2N)c1
-7,7,-2,-14,-0.2,4,2,-2,11,O=C(Cc1ccc(O)cc1)NCCNC(=S)NCc1ccccc1
-20,-3,-1,0,0.0,10,-1.1,5,0,COc1cccc(C(=O)N2CCCC(CCC(=O)NCc3ccc(F)c(F)c3)C2)c1 (stereo not drawn)
-11,8,nt,3,0.5,10,2.7,0,4,Cc1ccc(N=Nc2c(C)[nH]n(C(N)=S)c2=O)cc1
-19[20 µM],6,8,-11,1.4,-20,nt,0,-17,CCC(=O)c1c[nH]c(C(=O)NCCc2ccccn2)c1
-10,6,2,3,0.8,14,0.68,-1,-9,CC(=O)c1cccc(NC(=O)CSc2nnc(-c3ccc(S(=O)(=O)N4CCCC4)cc3)o2)c1
-13[20 µM],3,-4,-14,0.2,-14,-0.019,-1,-12,CCCOc1ccc(Cn2c(C)nc([N+](=O)[O-])c2SCC(O)COC)cc1[N+](=O)[O-] (stereo not drawn)
-22,4,-1,0,-0.2,12,0.059,1,nt,Cc1ccc(C(=O)Nc2cccc(-c3cn4ccccc4n3)c2)cc1
-23,7,-2,-3,-0.5,2,nt,-1,-10,CSc1ccccc1C(=O)NCCOc1ccccc1C
-36,-1,-3,2,1.1,9,3.3,14*,2,Cc1nnc(NC(=O)c2ccc3ccccc3n2)s1
-22,2,nt,3,1.1,6,-1.6,0,-1,O/N=C\c1ccccc1Oc1ccc(F)cc1
-5,-4,-9,-6,-0.1,0,-0.58,0,-5,COc1cc2c(cc1OC)C(C1(O)CCCCC1)NCC2 (stereo not drawn)
-16[20 µM],5,0,10,1.1,20,2,-2,-5,Cc1c(N)cccc1-c1nc2ccccc2[nH]1
-7,9,-1,5,3.0*,13,1,2,4,NS(=O)(=O)c1ccc(-c2ccc(/C=N/Nc3ccc(C(=O)O)cc3)o2)cc1
-20,2,-4,5,0.1,14,-0.47,-1,4,O=C1C(Cc2ccccc2)NC(=S)N1Cc1ccccc1 (stereo not drawn)
-20[20 µM],-9,1,2,0.0,10,1.5,-2,-2,Cc1ccnc(NC(=O)COc2ccc3oc4c(c3c2)CCCC4)c1
-26[20 µM],5,-5,1,1.1,3,1.7,-1,13,CSc1nsc(SCc2cnc(C)nc2N)n1
-3,1,nt,nt,-0.1,nt,-0.58,-2,nt,O=C(CN1CCOc2ccccc21)NC1CCCCCCC1
-20,1,-6,4,0.6,9,0.11,1,-27,C=CCNC(=S)Nc1cccc(NC(=S)NCC=C)c1

Looked up by structure from the entries so far (4):
Furin inh,p97 inhibitor,thrombin 1536,FXIa inh 1536,PERK inhibitor,FXIIa inh 1536,Cl transport mod,Wee1 degr inh,hK5 inh,Compound
-14,-4,2,-1,0.8,6,0.24,-2,15,CCC(=O)Oc1ccc(NC(=O)c2ccco2)cc1
-7[20 µM],-6,1,-3,0.1,9,0.42,2,-5,Clc1ccc(Nc2nc3ccccc3n3nnnc23)cc1
-11,8,nt,3,0.5,10,2.7,0,4,Cc1ccc(N=Nc2c(C)[nH]n(C(N)=S)c2=O)cc1
-20,2,-4,5,0.1,14,-0.47,-1,4,O=C1C(Cc2ccccc2)NC(=S)N1Cc1ccccc1 (stereo not drawn)

Continuation.
Furin inh,p97 inhibitor,thrombin 1536,FXIa inh 1536,PERK inhibitor,FXIIa inh 1536,Cl transport mod,Wee1 degr inh,hK5 inh,Compound
-22[20 µM],4,15,-6,-1.5,12,-0.044,6,-9,O=C(Nc1nc(-c2cccs2)cs1)c1cccc(S(=O)(=O)N2CCCCC2)c1
-12[20 µM],-1,-8,-7,-1.3,0,0.0044,1,-22,C1CCC2=NCCCN2CC1
-4[20 µM],8,9,11,2.5,21,0.29,-1,-5,Cc1ccc(N2C(=O)c3ccc(C(=O)N4CCOCC4)cc3C2=O)cc1C
-30[20 µM],-4,nt,nt,-1.1,nt,-1.1,-1,nt,CCOc1ccc(C(c2nnnn2Cc2ccccc2)N2CCN(C(=O)c3ccco3)CC2)cc1 (stereo not drawn)
-10[20 µM],4,0,4,1.5,17,-0.048,0,8,COc1ccc(S(=O)(=O)Nc2ccc(F)cc2)c(C)c1C
-8,-1,-2,3,-1.4,11,-0.63,0,-9,COc1ccc(OCc2nnc(SCC(N)=O)n2-c2ccccc2OC)cc1
-11[20 µM],-4,6,8,0.3,18,-0.0057,1,-31,CCN1C(=O)CC(N2CCN(CC(=O)NC(C)C)CC2)C1=O (stereo not drawn)
-5,-4,-5,0,-0.1,4,-0.32,2,-16,COc1ccc2cnnc(SCC(=O)Nc3ccc(C(=O)O)cc3)c2c1OC
-24,nt,5,4,nt,13,0.12,nt,3,C/C=C/C=C\C(=O)Nc1cccc(C2=NOC3(C2)C[C@H](C(N)=O)N(C(=O)/C=C/C)C3)c1 (stereo partly drawn)
-20,0,-5,-4,-0.8,-1,0.19,-2,-24,CC(=O)c1cc(-c2ccccc2)n(CCC(=O)NC2CCCCCC2)c1C
-32,5,0,-2,0.1,5,-0.28,1,-5,Cc1ccc(/C=C/c2nc3ccccc3[nH]2)o1
-6,0,-13,-2,0.3,9,-0.081,-3,-21,CC1CCCN(C(C(=O)NC2CCCCC2)c2cc3c(cc2[N+](=O)[O-])OCO3)C1 (stereo not drawn)
-15,2,2,2,-0.4,10,-0.0048,3,0,O=C(c1ccccc1)N1CCCN(c2nccc(C(F)(F)F)n2)CC1
-32,1,-2,7,0.1,10,-0.082,-2,-12,Cc1cc([N+](=O)[O-])nn1CCCC(=O)N1CCN(c2ccc(F)cc2)CC1
-10[20 µM],2,-4,-5,0.1,0,1.1,-3,-18,COc1ccc(NC(=O)C2C3C=CC(C3)C2C(=O)NCc2ccccn2)c(OC)c1 (stereo not drawn)
-6,-3,-5,-6,0.5,3,0.037,-2,-24,Cc1ccsc1/C=C/c1ccc2ccccc2n1
-11[20 µM],5,-8,-6,0.3,2,0.3,3,-4,C=CC[N+]1(CC#CCOC(c2ccccc2)c2ccccc2)CCOCC1
-197,3,-2,-1,1.9,4,-2.8,1,-5,CNC(=O)c1cc2c(s1)-c1ccccc1CC2
-10,-4,-2,-18,0.9,-15,0.098,-1,-26,CCc1nc(NC2CCCCC2)c(C#N)c2c1COC(C)(C)C2
-21[20 µM],-1,-1,-8,-0.6,-8,-0.0057,1,-6,COc1ccccc1N1CCN(C(=O)CN(Cc2ccccc2)S(C)(=O)=O)CC1
-4,-5,3,6,-0.4,9,-1.2,-2,1,O=C(CSCc1ccc(F)cc1)NCc1ccc(F)cc1
-29,4,0,2,0.4,7,0.68,0,2,Cc1cccc(C)c1NC(=O)C1=C(O)c2sccc2N(C)S1(=O)=O
-8[20 µM],-1,-2,-11,0.7,4,0.059,-1,-9,COc1ccc(Cl)cc1Nc1nc(C)cc(=O)[nH]1
-20,1,-6,-13,1.1,9,0.23,-2,4,Cc1ccc(S(=O)(=O)NNC(=O)c2c(O)c3ccccc3[nH]c2=O)cc1
-19,6,-5,8,0.2,4,-0.031,-2,-8,CCCCC(=O)OCC(=O)Nc1ccc(C)c(F)c1
-7[20 µM],-3,-1,1,1.2,18,0.32,3,-4,CSc1ccc(/C=N\NC(=O)COc2ccc(Cl)cc2Br)cc1
-15,0,-13,-3,0.1,5,0.46,4,0,CCNC(=S)N(CCc1c(C)[nH]c2ccc(C)cc12)Cc1cccs1
-17,3,3,4,0.0,13,-0.56,0,2,O=C1CC(CSc2ccc(Cl)cc2)=NN1
-27,-2,-2,-7,0.4,2,0.27,-2,6,CCN1C(=O)/C(=C2\SC(=S)N(CCCOC)C2=O)c2ccccc21
-30,3,1,7,0.3,15,0.27,-3,-6,CCCNC(=O)COC(=O)c1ccccc1OCC(=O)Nc1ccc(Br)cc1
-13[20 µM],3,13,3,-0.6,16,1.8,6,0,COc1ccc(-n2nc3cc(C)c(N)c(Br)c3n2)cc1
-18,-9,-4,4,0.8,6,-0.087,-1,-13,O=S(=O)(NCCC1CC1(Cl)Cl)c1ccc(Cl)cc1 (stereo not drawn)
-17,2,0,-7,1.3,-7,0.24,0,-22,CCOc1ccc(CC(=O)NNC(=S)Nc2ccc(OC)c(OC)c2)cc1
-26[20 µM],-1,-2,5,-0.5,4,-0.055,-4,4,Cn1c2ccccc2c2nnc(SCc3ccc4nonc4c3)nc21

Screening data: PubChem, several laboratories
